# Screening data from PubChem.
# GLA spleen mod: alpha-galactosidase A (human) modulation; P06280; human spleen homogenate, 4MU-alpha-Gal fluorescence, 40 min; Potency, µM (series often up to 80 µM), for inactives: at the top dose activity change, negative = inhibition, hits mostly inhibitors; hit rate 0.008% among 240,000; AID 2107;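 also: 0% = enzyme with vehicle and -100% = no enzyme basal signal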
# Target sequence (P06280 32-429 limits assumed): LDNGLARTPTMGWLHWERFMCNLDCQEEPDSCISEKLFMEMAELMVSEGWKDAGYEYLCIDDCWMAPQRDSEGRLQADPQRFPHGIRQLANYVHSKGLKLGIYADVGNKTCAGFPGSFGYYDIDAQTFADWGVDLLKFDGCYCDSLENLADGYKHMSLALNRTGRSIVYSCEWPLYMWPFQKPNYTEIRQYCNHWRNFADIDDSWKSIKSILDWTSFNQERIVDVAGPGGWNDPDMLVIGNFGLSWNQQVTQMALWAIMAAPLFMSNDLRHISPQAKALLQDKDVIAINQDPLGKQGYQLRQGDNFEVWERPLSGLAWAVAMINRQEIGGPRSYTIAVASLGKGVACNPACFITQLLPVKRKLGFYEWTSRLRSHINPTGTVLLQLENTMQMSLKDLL
#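 Human spleen homogenate (1 ug) as enzyme source, 4-methylumbelliferyl-alpha-D-galactopyranoside 1 mM final, citrate/phosphate pH 5.0 with 0.01% Tween-20. Compounds 40 min at 37C, NaOH/glycine stop; fluorescence Ex 365/Em 440, Hill-fit AC50.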
# GAA glycogen mod: GAA glycogen-cleavage inhibition or activation. P10253. recombinant GAA, glycogen substrate, Amplex Red glucose oxidase fluorescence. Potency, µM (doses to about 76.4 µM), for the others: top-dose activity change, negative = inhibition, usual class: inhibitors. hit rate 0.38% among 300,000;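 also: 0% = full enzyme reaction and -100% = no-enzyme basal signal; the screen sought inhibitors and activators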
#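 Recombinant human enzyme (4 nM); glycogen substrate; 37 C, 40 min, pH 5.0. Readout: coupled glucose oxidase/Amplex Red fluorescence.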
# Tau fluor cs: counter-screen for tau fibril formation inhibitors; tau K18 P301L Alexa594 fluorescence, heparin fibrillization; Potency, µM (doses to about 57.7 µM), inactives show at the top dose activity change, negative = decrease; hit rate 0.93% among 280,000; AID 1463; also: % is scaled to controls: 0 for no effect and ±100 for the full control effect; nearly all actives have a fitted effect of over 55% in size
#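 Human K18 P301L tau (15 uM unlabeled plus 0.24 uM Alexa 594-labeled, final) in 100 mM sodium acetate pH 7 was mixed with compound and 20 uM heparin and incubated 6 hr at 37 C.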
# HTT ATP protect: protects HTT-Q103 PC12 cells, measured by ATP; hit rate 0.14% among 230,000; Potency, µM (top dose mostly 56.4 µM), without a hit: cytoprotection (ATP increase), usual class: activators; PC12 HTT-Q103 induced, cytoprotection, ATP luminescence, 40 h;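 also: % of control where 0% means no effect; nearly all actives have a fitted effect of over 45% in size; toxic huntingtin expression switched on by the ecdysone agonist tebufenozide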
#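 Stable PC12 Q103-GFP cells in serum-supplemented, phenol red-free DMEM; induction by tebufenozide at 100 nM final; compound dose series; cell viability quantified luminescently from ATP.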
# GAA inhib: blocks human lysosomal alpha-glucosidase | hit rate 0.005% among 200,000 | P10253 | purified human GAA, 4-MU-alpha-glucoside fluorescence | Potency, µM (doses to about 76.9 µM), inactives show at the top dose activity change, negative = inhibition, most hits filed as inhibitors;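 also: plate controls were uninhibited enzyme wells for no effect and no-enzyme background for full effect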
#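 Human alpha-glucosidase, 4 nM, pre-mixed with test compounds before 400 uM 4-methylumbelliferyl substrate; 20 min room temperature at pH 5.0. Fluorescence read after pH 10 stop; AC50 values from Hill-equation fits.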
# Tau fibril FP: inhibitors of human tau fibril formation; Potency, µM (highest dose often 57.7 µM), inactives show at the top dose activity, negative = inhibition, usual class: inhibitors; P10636; hit rate 0.39% among 280,000; K18 P301L tau heparin fibrillization, Alexa594 FP, 6 h; also: % is scaled to controls: 0 for no effect and ±100 for the full control effect; nearly all actives have a fitted effect of over 55% in size
# Target sequence (P10636 561-689 P618L limits assumed): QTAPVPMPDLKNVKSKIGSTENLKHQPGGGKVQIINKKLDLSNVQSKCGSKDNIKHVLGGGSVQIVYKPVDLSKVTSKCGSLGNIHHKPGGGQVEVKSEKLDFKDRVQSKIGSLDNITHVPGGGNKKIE
#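 Read-out: fluorescence polarization of Alexa 594-labeled tau (0.24 uM), 555 nm excitation, 632 nm emission. Mixtures held 15 uM unlabeled K18 P301L, compound and 20 uM heparin, pH 7 acetate buffer, incubated 6 hr at 37 C.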
# aGlu spleen mod: lysosomal alpha-glucosidase (human) modulation; P10253; human spleen homogenate, 4-MU-alpha-glucoside fluorescence; Potency, µM (top dose mostly 79.9 µM), for the others: at the highest dose activity change, negative = inhibition, usual class: inhibitors; hit rate 0.006% among 240,000; AID 2112;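 also: 0% = enzyme with vehicle and -100% = no enzyme basal signal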
#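 Human spleen homogenate (1 ug) incubated with compounds and 1 mM 4-methylumbelliferyl-alpha-D-glucopyranoside in pH 5.0 citrate/phosphate buffer, 37 C, 40 min. Stopped at pH 10; 4-MU fluorescence (Ex 365/Em 440 nm); AC50 by Hill fit.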
# Tau ThT inhib: inhibitors of human tau fibril formation, thioflavin T binding. hit rate 2.1% among 270,000. AID 1460. P10636. Potency, µM (highest dose often 57.4 µM), for inactives: at the top dose activity, negative = inhibition, usual class: inhibitors. recombinant tau K18 P301L, heparin-induced fibrillization, ThT fluorescence; also: % is scaled to controls: 0 for no effect and ±100 for the full control effect; nearly all actives have a fitted effect of over 55% in size
#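 ThT emission at 510 nm, taken 1 hr after adding 30 uM dye, quantifies aggregates formed when 20 uM heparin acts on human tau K18 P301L for 6 hr at 37 C.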
# An asterisk follows results filed as active; ? = inconclusive; nt = not tested or not shown; & = joins results of further samples; ! = not confirmed by another sample; [ ] = remark or other dose. Calls follow the shape of the dose curve; as a rule, active = well fitted curve in the direction sought with a large enough effect; inconclusive = small, poorly fitted or top-dose-only effect, or another doubt; inactive = no such curve, though single readings can be large; an effect the other way counts as inactive or inconclusive. Potency is read from the fitted curve at half-maximal effect. This is a subset; the hit share may differ from the screen's.
# Start of the listing, in advance, 3 compounds:
SMILES,GLA spleen mod,GAA glycogen mod,Tau fluor cs,HTT ATP protect,GAA inhib,Tau fibril FP,aGlu spleen mod,Tau ThT inhib
COc1cc(CC2(CCc3ccncc3)C(=O)NC(=O)NC2=O)cc(OC)c1OC,7%,-5%,-6%,1%[10 µM],10%,-17%,1%,-9%
COCCCNC(=O)c1c(NC(=O)c2ccco2)n(Cc2ccccc2)c2nc3ccccc3nc12,13%,-5%,?,-25%,7%,?,0%,?
CNc1cc(N2CCNCC2)ccc1[N+](=O)[O-],-2%,0%,7%,-50%[inhibitor],3%,14%,0%,?

# Results, from the first entry:
SMILES,GLA spleen mod,GAA glycogen mod,Tau fluor cs,HTT ATP protect,GAA inhib,Tau fibril FP,aGlu spleen mod,Tau ThT inhib
COc1cc(CC2(CCc3ccncc3)C(=O)NC(=O)NC2=O)cc(OC)c1OC,7%,-5%,-6%,1%[10 µM],10%,-17%,1%,-9%
COCCCNC(=O)c1c(NC(=O)c2ccco2)n(Cc2ccccc2)c2nc3ccccc3nc12,13%,-5%,?,-25%,7%,?,0%,?
CNc1cc(N2CCNCC2)ccc1[N+](=O)[O-],-2%,0%,7%,-50%[inhibitor],3%,14%,0%,?
CN1C(=O)COc2c(C(=O)NC3CN4CCC3CC4)cc(Cl)cc21 (centres undefined),5%&-2%,7%,-2%&-11%,-137%[inhibitor],-6%[15.4 µM],1%&-3%,8%&3%,2%&-11%
CCC(=NC1CCN(Cc2ccccc2)CC1)c1c(O)[nH]c(=O)[nH]c1=O,-4%,1%,5%,-5%[0.074 µM],-4%,-1%,2%,4%
C[C@H]1CCC[C@H](O)CCCCCc2cc(O)cc(O)c2C(=O)O1,-2%&4%,2%,-20%,-33%&-27%,-1%[15.4 µM],?,4%&2%,-13%
O=c1c2ccccc2nc(/C=C/c2ccc(O)cc2)n1-c1cccc(O)c1,5%,-9%,-23%,-7%,-7%,0%,3%,3%
Cc1cc(SCC(=O)N/N=C/c2ccco2)nc2ccccc12,2%,6%,-11%,12%[10 µM],-1%,-2%,6%,?
COc1ccccc1N1CCN(Cc2ccccc2Cl)CC1,0%,-5%,-12%,-14%,-1%,5%,-1%,-16%
O=C(OCC1O[C@@H](OC(=O)c2cc(O)c(O)c(O)c2)[C@@H](OC(=O)c2cc(O)c(O)c(O)c2)[C@@H](OC(=O)c2cc(O)c(O)c(O)c2)[C@@H]1OC(=O)c1cc(O)c(O)c(O)c1)c1cc(O)c(O)c(O)c1 (some centres undefined),8%,?,10µM*[quencher],nt,-2%,?,1%,11µM*
CCCCCCOc1ccc(CN2CCN(CCO)CC2)cc1,11%,5%,-8%,-35%,0%,2%,?,-9%
CC(=O)NC(=O)NC(C)Cc1ccccc1 (centres undefined),-5%,2%,-7%,14%,0%,-5%,2%,0%
CCOc1cc(-c2ccc(N)c(OCC)c2)ccc1N,-1%,7%,?,14%[10 µM],4%,2%,8%,?
CCCCn1c(O)c(C(CC)=Nc2ccc(C(=O)O)cc2)c(=O)[nH]c1=O,0%,1%,3%,-5%[0.074 µM],-2%,1%,-4%,-8%
C=CCNC(=O)c1c(N)n(CCN2CCOCC2)c2nc3ccccc3nc12,?,2%,?,-31%,?,8%,13%,?
CCCC[C@@H](C)[C@@H](OC(=O)C[C@@H](CC(=O)O)C(=O)O)[C@H](C[C@@H](C)C[C@H](O)CCCC[C@@H](O)C[C@H](O)[C@H](C)N)OC(=O)C[C@H](CC(=O)O)C(=O)O,1%,nt,-8%,-64%[inhibitor],nt,-9%,3%,-13%
CCCn1c(C(=O)c2ccccc2OC)nc2ccccc21,10%,-9%,-6%,12%[10 µM],-1%,2%,1%,-10%
CCC(CO)Nc1ccc([N+](=O)[O-])c2cccnc12 (centres undefined),-18%,5%,-3%,-5%,-1%,5%,-16%,?
C1=C(c2c[nH]c3ccccc23)CCN(Cc2ccccc2)C1,-7%,5%,-19%,-37%[inhibitor],-2%,1%,3%,-15%
COc1ccc(-c2cc(=NCCCCCC(=O)O)c3cc(C)ccc3o2)cc1,?,-2%,-2%,-25%,?,-4%,?,-9%
COc1ccc(OC)c(NC(=O)Cn2cc(C(=O)c3ccccc3)c3ccccc32)c1,nt,7%[76.3 µM],?,nt,nt,-16%,nt,0%
CC/C=C\C/C=C\C/C=C\C/C=C\C/C=C\CCCC(=O)NCC(=O)O,3%,nt,-1%,-19%,nt,5%,2%,-4%
O=C(O)[C@@H]1C[C@H]2C[C@@H](CP(=O)(O)O)CC[C@H]2CN1,25%&7%,nt,-6%,6%,nt,-2%,24%&15%,-8%
CN1CCN(c2ccc(N)cc2Cl)CC1,-9%,-6%,-15%,25%,-2%,4%,-5%,?
O=C1C(c2ccccc2)=C(N2CC2)c2ccccc21,6%,3%,-25%,11%,?,4%,1%,?

# One compound at a time, as listed above. Screens in order: GLA spleen mod, GAA glycogen mod, Tau fluor cs, HTT ATP protect, GAA inhib, Tau fibril FP, aGlu spleen mod, Tau ThT inhib
# `C=CCNC(=O)c1c(N)n(CCN2CCOCC2)c2nc3ccccc3nc12` is listed as ?, 2%, ?, -31%, ?, 8%, 13%, ?
# `CCCn1c(C(=O)c2ccccc2OC)nc2ccccc21` is listed as 10%, -9%, -6%, 12%[10 µM], -1%, 2%, 1%, -10%

# Next entries follow:
SMILES,GLA spleen mod,GAA glycogen mod,Tau fluor cs,HTT ATP protect,GAA inhib,Tau fibril FP,aGlu spleen mod,Tau ThT inhib
CCN(CC)C(=O)c1ccc(NC(=O)Cn2nc(-c3ccc(C)cc3)c3ccccc3c2=O)cc1,nt,15%[76.3 µM],?,nt,nt,-4%,nt,-12%
N#CCCn1cc(C(=O)NCc2ccccc2)c(-c2ccccc2)n1,1%,7%,1%,-23%[1.9 µM],5%,-1%,-13%,0%
COc1ccc(OCC(=O)N2CCN(Cc3ccc4c(c3)OCO4)CC2)cc1,-3%,14%,7%[2.34 µM],11%[10 µM],8%,5%[2.34 µM],-2%,-4%
O=C(O)CC[N+](=O)[O-],9%&-14%,nt,1%&1%,-59%[inhibitor],nt,-5%&6%,12%&2%,-6%&2%
CC1=CC(=C2C(=O)NC(=S)NC2=O)C=C(C(F)(F)F)N1CCc1ccccc1,5%,19%,-1%,-8%[10 µM],?,-3%,8%,-1%
CCOC(=O)C(NC(=O)CC)(Nc1ccc(C(O)(C(=O)OCC)C(F)(F)F)cc1C)C(F)(F)F (centres undefined),-1%,5%,-15%,-20%,4%,-5%,-5%,?
CCC(=O)OC1(c2cccc(C)c2)CC(C)N(C)CC1C (centres undefined),-13%,-2%,4%,-1%,-3%,2%,-1%,5%
Cc1ccc(-n2c(O)c(C=NC3CCCCC3N)c(=O)[nH]c2=O)cc1C (centres undefined),-5%,-5%,-5%,14%,-5%,-4%,-3%,-15%
Fc1ccc(NC2=NCCS2)cc1Cl,1%,-1%,-8%,5%,-1%,-7%,-2%,-9%
CCOP(=O)(OCC)C(NC(=O)c1ccc(C)cc1)C(Cl)(Cl)Cl (centres undefined),-3%,-9%,-10%,nt,0%,6%,-10%,?
O=C1NC(=O)N(Cc2ccco2)C(=O)/C1=C\c1cccn1CCOc1ccccc1,0%,0%,-17%,13%[10 µM],nt,4%,-2%,nt
CC1(C)CC(n2[nH]c(=O)c3c2NC(=O)CSC3c2ccccc2)CCO1 (centres undefined),-11%,-6%,-6%,-4%,-1%,5%,-11%,-13%
O=C(Nc1ccc2c(c1)OCO2)N1CCN(c2ccccc2)CC1,-5%,11%,-6%,-31%,0%,1%,-2%,?
CCN1C[C@]2(COC)[C@H](O)C[C@H](OC)[C@]34C1C([C@H](OC)[C@H]23)[C@]1(OC(C)=O)C2[C@@H](OC(=O)c3ccccc3)C(O)(C[C@H]24)[C@@H](OC)[C@@H]1O,1%&12%,nt,-16%&3%,-15%&-10%,nt,-14%&1%,-3%&1%,-5%&-1%
O=C(O)c1cccc(N=Nc2c(O)[nH]c(=O)[nH]c2=O)c1,?,1%,-17%,-8%[10 µM],nt,-7%,-18%,nt
Cc1ccc(S(=O)(=O)N2CCCCC2)cc1NC(=O)CN1CC=C(c2ccccc2)CC1,2%,12%,?,nt,-2%,-5%,2%,-15%
C/C=C(/C)C(=O)O[C@H]1C(C)=C2[C@H]([C@@H]1OC(=O)CCCCCCC)[C@@](C)(OC(C)=O)C[C@H](OC(=O)CCC)[C@@]1(O)[C@H]2OC(=O)[C@@]1(C)O,0%&1%,nt,-24%&-27%,-91%[inhibitor],nt,10%&3%,1%&2%,?
CCCCN1C(=O)NC(=O)C2(Cc3c(nc4c(C)cccn4c3=O)N3CCc4ccccc4C32)C1=O (centres undefined),4%,-3%,-17%,8%[10 µM],-12%,-9%,3%,?
CCn1c(O)c(C=Nc2ccc(N3CCOCC3)cc2)c(=O)n(CC)c1=S,6%,-8%,-22%,-68%[inhibitor],1%,-10%,0%,?
COc1ccc(C2N(c3cc(C)on3)C(=O)C3CCCN32)cc1 (centres undefined),-2%,3%,4%,-23%,7%,-4%,-10%,-1%
Cc1cc(C(=O)CN2CCCC2)c(C)n1-c1ccc(F)cc1,6%,4%,22%,3%[10 µM],nt,2%,-7%,-3%
C[N+]12CCC(CC1)C(C(O)(c1ccccc1)c1cccs1)C2 (centres undefined),-1%,0%,-7%,1%[10 µM],8%,8%,-5%,-13%
O=P1(Nc2ccc(F)cc2)COc2ccccc2OC1,7%,-6%,-1%,-3%,-9%,-1%,7%,-10%
COc1ccc(-c2oc3cc(OC)ccc3c(=O)c2O)cc1,4%,nt,-20%,24%[1.9 µM],nt,?,3%,-12%
N#CC(C#N)=Cc1ccc(O)c(O)c1,-8%&-8%&-2%,nt,11%&-21%&-24%,38%,nt,?,16%&-10%&-4%,14µM*!
N/C(=N\[N+](=O)[O-])N1CCN(C(=O)c2ccccc2)CC1,-11%,3%,1%,0%,0%,8%,-13%,1%
Cc1cccc(OCC(=O)N2CCN(Cc3ccncc3)CC2)c1,6%,13%,-4%,-4%,-9%,2%,1%,-6%
CCOP(=O)(OCC)C(CC)N1CCOCC1 (centres undefined),-1%,-3%,0%,1%,-9%,7%,-1%,-5%
CN(C)c1ccc(NC(=O)Oc2ccccc2)cc1,-2%,4%,?,-23%,-3%,?,-3%,14µM*
COc1ccc(NC(=O)CSc2nc(-c3cccs3)cc(C(F)(F)F)n2)cc1Cl,nt,-6%[76.3 µM],?,nt,nt,?,nt,-4%
